Screening data: PubChem, several laboratories
KOR beta-arrestin-1: KOR antagonists, beta-arrestin recruitment, cell-based, luminescence, uHTS (AID 1778); KOR beta-arrestin recruitment, luminescence, antagonist mode; higher % means a stronger effect; one-dose inhibition, % at 10 µM; IC50 in µM for titrated hits; 0.091% of 290,000 active; Kappa-type opioid receptor (Homo sapiens); note: strong numbers were not always called active
NOD1 NF-kB reporter: NOD1 signaling inhibitors, primary screen, cell-based, luminescence, uHTS (AID 1578) | one-dose inhibition, % at 4 µM; EC50 in µM for titrated hits | 1% of 290,000 active | NOD1-driven NF-kB luciferase reporter cells, luminescence; higher % means a stronger effect; in the data active = inhibition mostly above about 36%, no sharp cut-off; inactive = mostly below about 34%;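 note: HEK-293T reporter cells stimulated with the NOD1 agonist gamma-tri-DAP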
GPR55 beta-arrestin: GPR55 agonists via beta-arrestin recruitment, primary screen, imaging, U2OS cells, beta-arrestin-GFP redistribution (AID 1961); G-protein coupled receptor 55 (Homo sapiens); U2OS GPR55 beta-arrestin-GFP redistribution imaging; higher % means a stronger effect; activation, % at 10 µM; hits with a dose series show EC50 in µM; 0.048% of 290,000 active;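 active = activation above 40% with more than 50 cells counted in the well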;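 note: U2OS osteosarcoma cells stably expressing GPR55 and beta-arrestin-GFP; plate controls were DMSO negative control for no effect and LPI positive control for full effect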
Yfh1-off respiration: enhancers of respiration in Yfh1-depleted yeast, dose response, Friedreich's ataxia, plus single-dose screen (AID 1465). S. cerevisiae Yfh1-off respiration, WST-1 reduction, 72 h; higher fold induction means a stronger effect. one-dose fold induction at 50 µM; EC50 in µM for titrated hits. 0.074% of 220,000 active;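 active = fold induction of absorbance versus untreated yeast above a set limit, then at least 30% activation at any dose in follow-up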;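 note: activators that raise dye reduction in frataxin-depleted yeast; strong numbers were not always called active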
HEK293 NOD2/NF-kB: NOD2 signaling inhibitors, cell-based, luminescence, uHTS, HEK293 (AID 1566); HEK293 NOD2/NF-kB luciferase reporter, luminescence; higher % means a stronger effect; one-dose inhibition, % at 4 µM; EC50 in µM for titrated hits; 0.63% of 290,000 active; note: many of its hits are not listed in these tables
ER stress rescue: rescue of cells from ER stress-induced death, primary screen, 384-well, CSM14.1, thapsigargin, ATP luminescence (AID 1222) | CSM14.1 thapsigargin-induced death rescue, ATP luminescence; higher % means a stronger effect | one-dose cellular ATP content (survival), % at 20 µM; EC50 in µM for titrated hits | 190,000 tested, under 10 active;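 active = EC50 below 50 µM in the dose-response confirmation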;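 note: death triggered by thapsigargin at about 15 µM added after 2 h compound pretreatment; cell ATP read after overnight thapsigargin exposure of roughly 18 to 22 hours; normalized against plate controls of thapsigargin alone and 5% DMSO vehicle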
KOR beta-arrestin-2: KOR agonists, beta-arrestin recruitment, primary screen, cell-based, luminescence, uHTS (AID 1777). Kappa-type opioid receptor (Homo sapiens). KOR beta-arrestin recruitment, luminescence; higher % means a stronger effect. activation, % at 10 µM, or EC50 in µM where a hit was titrated. 0.02% of 280,000 active; in the data active = activation above about 50%, passing the limit was not always enough; note: a part of the inactive calls stands beside numbers as strong as those of hits
TNAP activators: human TNAP enzyme activators, primary screen, biochemical, luminescent, no phosphate acceptor, uHTS (AID 1001); Alkaline phosphatase, tissue-nonspecific isozyme (Homo sapiens); purified TNAP, luminescent activation assay, no phosphate acceptor; higher activation fold means a stronger effect; activation fold at 20 µM; hits with a dose series show EC50 in µM; 0.03% of 200,000 active; in the data active = activation fold from about 3, or a potency from the dose series; inactive = the rest, 99 in 100 with activation fold below about 1.6; note: many of its hits are not listed in these tables
NTR1 agonist: agonists of NTR1, primary screen, imaging, U2OS cells, beta-arrestin-GFP, high content (AID 493036); Neurotensin receptor type 1 (Homo sapiens), P30989; NTR1-U2OS beta-arrestin-GFP spot imaging, agonist mode; activation, % at 20 µM; 0.17% of 330,000 active;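 active = activation at or above 40% of the spot to cytoplasm intensity ratio, with at least 20 cells analyzed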;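 note: 0% = DMSO without peptide and 100% = 100 nM NTR1 peptide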
Target sequence (P30989 whole entry, looked up): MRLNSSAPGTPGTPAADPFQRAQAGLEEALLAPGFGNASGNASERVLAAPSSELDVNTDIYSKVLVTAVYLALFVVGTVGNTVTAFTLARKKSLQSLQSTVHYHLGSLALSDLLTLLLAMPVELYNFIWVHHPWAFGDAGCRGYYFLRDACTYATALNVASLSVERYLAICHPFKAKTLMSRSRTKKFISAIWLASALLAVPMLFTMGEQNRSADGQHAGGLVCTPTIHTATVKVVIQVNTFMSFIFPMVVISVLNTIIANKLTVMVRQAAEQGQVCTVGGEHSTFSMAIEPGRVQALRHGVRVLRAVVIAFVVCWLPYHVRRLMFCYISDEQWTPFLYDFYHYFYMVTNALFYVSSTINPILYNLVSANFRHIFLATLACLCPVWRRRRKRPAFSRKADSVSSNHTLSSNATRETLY
NTR1 agonist cell count 20 µM: recorded beside NTR1 agonist, whose call it bears; cell count; measured here: cell count, cytotoxicity flag
Active calls of the source: *; i = inactive; / = not tested or not shown; [ ] = remark or other dose. Cut-off read from the data, not from the text of the source, unless noted: active = inhibition above about 50%; inactive = the rest.

SMILES	KOR beta-arrestin-1	NOD1 NF-kB reporter	GPR55 beta-arrestin	Yfh1-off respiration	HEK293 NOD2/NF-kB	ER stress rescue	KOR beta-arrestin-2	TNAP activators	NTR1 agonist	NTR1 agonist cell count 20 µM
CCN(CC(=O)NC1CC1)S(=O)(=O)c1ccc(C)cc1	7%	-26%	-0.1%	/	-4%	/	-5.9%	/	0.5	46
CC(=O)Nc1nnc(-c2ccc(Cl)s2)o1	-24%	-4%	-0.3%	i	13%	-0.1%	-3.2%	1.1	-3.4	83
COc1ccc(Nc2cccc(Cl)c2)c(C(=O)O)c1	-6%	2%	0.0%	i	-9%	-2.0%	9.9%	1.1	-0.8	57
O=C(CCc1nnc(CCCCc2ccccc2)o1)N1CCCC(O)C1 (stereo not drawn)	13%	2%	-0.1%	i	14%	/	-0.8%	/	-0.3	65
CC(C)c1c(O)nc(SCCN(C)C)[nH]c1=O	-13%	4%	-0.3%	i	9%	2.8%	0.3%	1.1	6.1	72
NC(=O)CC(NC(=S)NCc1ccccc1)C(=O)O (stereo not drawn)	-2%	-16%	0.0%	i	20%	6.2%	1.2%	1.1	-1.6	95
CCOc1ccc(NC(=O)C2CCCN(S(=O)(=O)c3cccc4nsnc34)C2)cc1 (stereo not drawn)	-43%	11%	0.0%	i	14%	2.3%	-0.1%	1.1	2.4	45
COC(=O)c1ccc(OC)c(OC)c1Cl	16%	4%	0.0%	i	16%	/	0.3%	/	-0.7	42
Cc1cc(Br)ccc1OCc1nc(-c2cccnc2)no1	34%	-40%	0.2%	i	-17%	-2.8%	-3.6%	1.1	3.2	76
O=[N+]([O-])c1cccc(/C=N/Nc2nccnc2Cl)c1	14%	-44%	-0.3%	i	-48%	-1.7%	0.3%	1.1	0.3	58
Cc1oc(/C=N/NS(=O)(=O)c2ccccc2)cc1Br	16%	-14%	0.7%	i	19%	-1.2%	-0.6%	1.1	-0.6	57
Cc1ccccc1CCNC(=O)C1CC(O)CN1C(=O)Nc1ccccc1 (stereo not drawn)	-54%[20 µM]	-3%	0.5%	/	5%	/	3.9%	/	-1.3	66
CCOc1cccc(CN2CCC(n3nccc3NC(=O)c3ccc4c(c3)OCO4)CC2)c1	11%	-6%	-0.1%	/	-43%	/	-7.3%	/	0.0	59
O=C(c1ccc2c(c1)N(Cc1cccc(Cl)c1)C(=O)c1ccccc1S2(=O)=O)N1CCN(c2ccccn2)CC1	13%	-33%	0.0%	i	-17%	1.1%	-3.5%	1.1	1.0	56
Cc1ccc(-c2noc(CN3CCOCC3)n2)cc1	13%	-7%	-0.1%	i	-52%	-0.8%	-1.5%	1	-0.1	42
CCOc1ccc(CN2C(=O)CC(=O)N(S(=O)(=O)c3ccc(OCC)cc3)C2=O)cc1	3%	-5%	-0.1%	i	6%	/	6.3%	/	-0.7	65
CCC1CCCCN1CCCNC(=O)CN1C(=O)CSc2ccc(S(=O)(=O)N3CCOCC3)cc21 (stereo not drawn)	-37%	-24%	0.6%	/	10%	/	8.1%	/	-0.7	56
Cc1c(N=C(N)/N=C(\N)Nc2ccc(Br)cc2)c(=O)n(-c2ccccc2)n1C	-6%	-25%	-0.2%	i	4%	-4.1%	-3.7%	1	0.0	48
CC(Cn1cnc2ccccc21)C(=O)O (stereo not drawn)	-21%	-9%	-0.5%	i	13%	0.9%	-4.1%	1.1	2.6	50
O=C(Nc1ccccc1N1CCOCC1)C1Cc2ccccc2CN1C(=O)c1ccco1 (stereo not drawn)	-31%	-2%	0.2%	/	8%	3.9%	-6.6%	1.1	0.2	87
O=C(O)c1ccc(N=NN2CCCC2)cc1	-16%	-16%	-0.3%	i	-6%	-0.3%	-1.1%	1	-0.3	51
FC(F)(F)c1cccc(CNC2c3ccccc3-c3ccccc32)c1	-3%	-11%	0.0%	/	-13%	/	3.2%	/	3.5	97
COc1ccc(Nc2c(-c3ccc(OC)cc3)nc3cnccn23)cc1	12%	-53%	-0.3%	i	-7%	-0.3%	-2.6%	1.1	1.7	48
CN=c1scc(-c2ccc(Br)cc2)n1C	-23%	-19%	0.2%	i	18%	4.8%	-8.0%	1.1	0.0	53
CCSCc1nnc(SCC(=O)Nc2nc3ccccc3s2)n1C	-6%	-7%	-0.2%	i	-5%	-2.9%	1.4%	1.1	0.6	48
Nc1c(C(=O)Nc2ccccc2F)sc2nc(-c3cccnc3)ccc12	-2%	-8%	-0.2%	i	-18%	/	1.1%	/	1.2	37
COc1cccc2c1OCC(C(=O)O)C2 (stereo not drawn)	2%	-27%	0.3%	i	-17%	0.3%	-0.3%	1	2.0	19
N#C/C(C(=O)Nc1ccc(Cl)cc1)=C(/S)Nc1ccccc1	-10%	2%	-0.1%	/	4%	/	-1.2%	/	0.6	30
Cc1ccc(/C=C/C(=O)O)cc1S(=O)(=O)N1CCC(Cc2ccccc2)CC1	22%	-12%	-0.1%	i	-2%	/	1.2%	/	0.0	58
CC(=O)c1cc(C#N)c(SCC(=O)OC(C)(C)C)nc1C	-58%	-10%	0.8%	i	-3%	-3.6%	3.0%	1	-0.6	49
COC(=O)c1cn(NC(=O)c2ccc([N+](=O)[O-])cc2Cl)c(=O)c2ccccc12	-9%	-36%	-0.3%	i	14%	-0.4%	-4.7%	1.1	-0.9	48
COc1cccc(Oc2ccc(C(F)(F)F)cc2NC(=O)C2=COCCO2)c1	33%	4%	0.0%	/	-43%	/	-6.9%	/	7.3	59
Cc1ccc(C2C=C(c3ccccc3OC(F)F)Nc3ncnn32)cc1 (stereo not drawn)	-25%	-18%	0.1%	/	0%	-3.1%	2.3%	1.1	0.6	45
Cc1ccccc1C(=O)N1CCN=C1SCc1ccc([N+](=O)[O-])cc1	30%	-10%	0.2%	i	4%	/	-3.5%	1	0.9	49
CCC(=O)c1ccc(OC(=O)/C=C/c2cc(OC)c(OC)c(OC)c2)cc1	-53%	-26%	-0.2%	/	-4%	/	-3.3%	/	2.4	58
CC(=O)Cn1ncc(N2CCCCC2)c(Cl)c1=O	-11%[20 µM]	-22%	0.2%	i	-61%	0.5%	-1.1%	1.1	1.4	75
CCC(C)(C)C(=O)Nc1ccc(OC)cc1[N+](=O)[O-]	-37%	5%	-0.1%	i	-9%	1.1%	11%	1.1	-0.7	84
O=C1c2cccnc2C(O)N1Cc1ccco1 (stereo not drawn)	-28%	-12%	-0.2%	/	17%	-2.3%	-3.0%	1.1	-0.8	81
COc1cccc(/C=C/c2ccccn2)c1O	24%	-11%	0.3%	i	-120%	/	-1.1%	/	-0.9	55
O=S(=O)(NC(=S)NC1CCCCC1)c1ccccc1	19%	-38%	0.6%	i	11%	0.0%	-7.3%	1	-1.1	59

Ordered by molar mass (lowest first): some entries from above.
SMILES	KOR beta-arrestin-1	NOD1 NF-kB reporter	GPR55 beta-arrestin	Yfh1-off respiration	HEK293 NOD2/NF-kB	ER stress rescue	KOR beta-arrestin-2	TNAP activators	NTR1 agonist	NTR1 agonist cell count 20 µM
CCC(C)(C)C(=O)Nc1ccc(OC)cc1[N+](=O)[O-]	-37%	5%	-0.1%	i	-9%	1.1%	11%	1.1	-0.7	84
CC(=O)Cn1ncc(N2CCCCC2)c(Cl)c1=O	-11%[20 µM]	-22%	0.2%	i	-61%	0.5%	-1.1%	1.1	1.4	75
O=S(=O)(NC(=S)NC1CCCCC1)c1ccccc1	19%	-38%	0.6%	i	11%	0.0%	-7.3%	1	-1.1	59
FC(F)(F)c1cccc(CNC2c3ccccc3-c3ccccc32)c1	-3%	-11%	0.0%	/	-13%	/	3.2%	/	3.5	97

The list goes on.
SMILES	KOR beta-arrestin-1	NOD1 NF-kB reporter	GPR55 beta-arrestin	Yfh1-off respiration	HEK293 NOD2/NF-kB	ER stress rescue	KOR beta-arrestin-2	TNAP activators	NTR1 agonist	NTR1 agonist cell count 20 µM
Cc1cc(NCCN2CCOCC2)n2nc(C)c(-c3ccccc3)c2n1	5%	/	-0.1%	i	13%	0.9%	0.4%	1.1	1.0	62
O=C(CCC1CCCN(C(=O)CCCc2ccccc2)C1)N1CCN(c2ccccn2)CC1 (stereo not drawn)	13%	-6%	0.0%	i	2%	/	3.6%	/	1.4	60
COc1ccc(OC)c2[nH]c(=O)c(CCNS(=O)(=O)c3ccccc3)cc12	-2%	12%	-0.1%	/	14%	3.4%	3.8%	1	0.4	53
COCC(COCCCNC(=O)Nc1ccc(Br)cc1)OC (stereo not drawn)	21%	7%	-0.3%	i	-7%	-1.9%	-3.8%	1.1	0.7	28
COc1ccc(OCC(=O)OCCN(C)C)cc1	-7%	-11%	-0.2%	i	7%	0.3%	2.4%	1.1	-0.7	54
Cc1ccc(N2CC(C(=O)Nc3nnc(SCCN4CCOCC4)s3)CC2=O)cc1 (stereo not drawn)	-7%	-31%	-0.1%	/	-7%	/	-0.3%	/	0.9	69
COC(=O)c1c(NC(=O)c2ccc(C)o2)sc2c1CCCCC2	-9%	-32%	0.2%	i	-38%	-2.0%	-0.1%	1	4.8	80
O=C1CCCN1CC(CN1CCOCC1)Sc1nnnn1-c1ccccc1 (stereo not drawn)	-46%	/	-0.3%	i	12%	1.7%	5.0%	1	0.0	52
Cc1ccc(NC(=O)CNc2cc(S(=O)(=O)N3CCOCC3)ccc2NCC2CCCO2)cc1F (stereo not drawn)	19%	-17%	-0.1%	/	6%	/	-2.7%	/	-0.1	51
COc1cc(O)c(C(C)=O)c(CC(=O)O)c1	10%	-10%	0.0%	i	8%	/	-1.7%	/	2.1	95
CCCCNC(=O)c1cc(-c2ccc(OC)cc2)on1	-68%	-25%	-0.1%	i	-58%	-3.9%	1.4%	1.1	0.8	80
CCOCCCNC(=S)Nc1ccc(S(N)(=O)=O)cc1	15%	-12%	0.3%	i	-10%	-1.3%	-1.9%	1.1	1.4	62
COc1ccccc1C1CC(c2cccs2)=NN1C(=O)CCC(=O)O (stereo not drawn)	-25%[20 µM]	-44%	0.0%	/	3%	/	-1.6%	/	0.0	67
O=C1c2ccccc2C(O)N1c1cccnc1 (stereo not drawn)	-15%	19%	-0.2%	i	11%	0.3%	13%	1.1	0.7	87
COc1ccc(OC)c(CCNC(=O)c2ccc(CS(=O)Cc3ccc(Cl)cc3)o2)c1 (stereo not drawn)	7%	-7%	0.3%	/	6%	/	-1.3%	/	-0.6	63
CCCCN(CCCC)CCNC(=O)c1cn(C)c2ccc(S(=O)(=O)N(C)C3CCCCC3)cc2c1=O	-24%	20%	0.4%	/	14%	/	10%	/	1.1	50
O=S(=O)(c1cccc(-c2nnc(-c3cccnc3)o2)c1)N1CCCCC1	21%	-25%	0.3%	i	11%	-2.4%	-0.9%	1	1.2	88
Cc1ccc(NC(=O)/C=C/c2cccc(C(F)(F)F)c2)cc1	-23%	15%	0.4%	i	33%	6.0%	-0.9%	1.1	5.7	40

An excerpt; rates above refer to the full screens.
